# Screening results deposited in PubChem BioAssay by several laboratories.
# TPT1 inh: inhibitors of Candida albicans tRNA 2'-phosphotransferase TPT1; inhibition, % at 5 µM; recombinant caTPT1, FP RNA substrate dephosphorylation; 300,000 compounds, 0.81% hits;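 active = inhibition above the mean of all tested compounds plus 3 SD, set per screening campaign, cut at about 24% in these data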;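 note: plate controls were DMSO alone for no effect and ferristatin control at 100 nM for full effect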
# Fh CTSL1 inh: cathepsin L1 inhibition, PFM18AAP counter-screen; inhibition, % at 5.96 µM; 300,000 compounds, 0.49% hits; recombinant F. hepatica cathepsin L1, Z-Leu-Arg-MCA fluorescence;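 active = inhibition above the mean of all tested compounds plus 3 SD, set per screening campaign, cut at about 17% in these data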;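 note: 0% = plate median of test compound wells and 100% = 1 µM Z-Phe-Ala-diazomethylketone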
# PP1 inh: PP1-alpha (human) inhibition in PP5 counter-screen; 320,000 compounds, 0.9% hits; purified PP1alpha, OMFP fluorescence; inhibition, % at 6.7 µM; AID 2235; P62136;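 active = inhibition above the mean inhibition of all tested compounds plus 3 SD, computed separately for each screening campaign, cut at about 15% in these data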
# Target sequence (P62136 whole entry, looked up): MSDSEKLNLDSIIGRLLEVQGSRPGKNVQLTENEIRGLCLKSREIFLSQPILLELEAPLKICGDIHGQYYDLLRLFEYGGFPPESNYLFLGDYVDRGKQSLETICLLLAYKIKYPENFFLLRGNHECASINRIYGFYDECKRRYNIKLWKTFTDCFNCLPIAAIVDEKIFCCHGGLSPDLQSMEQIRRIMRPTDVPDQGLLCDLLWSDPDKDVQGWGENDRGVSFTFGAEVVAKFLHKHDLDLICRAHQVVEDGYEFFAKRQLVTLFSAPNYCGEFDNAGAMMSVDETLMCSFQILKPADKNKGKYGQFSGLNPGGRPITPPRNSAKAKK
# EBNA-1 inh: blocks EBNA-1 binding to DNA; AID 1950; inhibition, % at 14.8 µM; 300,000 compounds, 0.34% hits; EBNA-1 DNA binding, fluorescence polarization; in the data active = inhibition above about 28%
# Yeast superoxide: caloric restriction mimetics inhibiting age-related superoxide in yeast | superoxide response (% of plate mean), % at 10 µM | 330,000 compounds, 0.18% hits | S. cerevisiae aged cells, superoxide DHE fluorescence; hits give low values | AID 2690;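 active = superoxide response under a set limit, about three screen SD below normal, cut at about 65% in these data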;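 note: yeast aged for seven days with compound at 30 °C before DHE staining; 100% = average MFI of all compound-treated wells on the plate with controls excluded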
# PP5 inh: PP5 (human) phosphatase inhibition. AID 1987. P53041. purified PP5c, OMFP substrate fluorescence. inhibition, % at 6.7 µM. 320,000 compounds, 0.18% hits;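 active = inhibition above the campaign's mean inhibition across all tested compounds plus 3 SD, cut at about 9.5% in these data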;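 note: 0% = DMSO only and 100% = 100 µM cantharidin control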
# Target sequence (P53041 whole entry, looked up): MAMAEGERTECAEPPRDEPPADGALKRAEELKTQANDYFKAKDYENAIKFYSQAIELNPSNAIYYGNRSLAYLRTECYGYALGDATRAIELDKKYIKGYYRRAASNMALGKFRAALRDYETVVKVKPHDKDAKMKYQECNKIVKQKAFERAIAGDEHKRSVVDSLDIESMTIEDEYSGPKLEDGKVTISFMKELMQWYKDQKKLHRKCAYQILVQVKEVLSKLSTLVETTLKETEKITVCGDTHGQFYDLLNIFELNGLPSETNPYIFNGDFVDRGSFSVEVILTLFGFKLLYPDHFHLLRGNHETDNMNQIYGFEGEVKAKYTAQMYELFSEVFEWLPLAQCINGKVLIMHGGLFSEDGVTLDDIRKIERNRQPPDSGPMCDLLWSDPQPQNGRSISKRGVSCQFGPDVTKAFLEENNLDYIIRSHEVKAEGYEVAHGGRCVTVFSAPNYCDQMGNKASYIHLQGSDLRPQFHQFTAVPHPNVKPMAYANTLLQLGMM
# GASC-1 inh: blocks human GASC-1 demethylase activity. GST-JMJD2C(1-420) H3K9me3 demethylation, DELFIA europium. Q9H3R0. inhibition, % at 2.35 µM. 330,000 compounds, 0.069% hits;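 active = more than half of a compound's replicate wells show inhibition beyond 50%, single wells judged on their own value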;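 note: signal counts dimethyl H3K9 product captured on neutravidin plate; 0% = median of DMSO wells and 100% = 0.3 times that DMSO median; strong numbers were not always called active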
# core dimer inh: blocks dimerization of HCV core protein. inhibition, % at 5 µM. 300,000 compounds, 0.33% hits. AID 1899. TR-FRET GST/Flag-core106 dimerization, 1536-well;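 active = inhibition above the mean of all tested compounds plus 3 SD, set per screening campaign, cut at about 45% in these data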
#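 Material: Tagged HCV core106 pair (GST and Flag) | Amount: GST-core106 13.5 nM, Flag-core106 17 nM | Medium: KF-containing HEPES buffer, pH 7.45, DTT, CHAPS, BSA | Reagent: Eu donor and XL665 acceptor anti-tag antibodies | Schedule: 4 h at 22.5 °C | Technique: Time-resolved FRET, ex 340 nm, em 617 and 671 nm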
# ZTA counter: ZTA (EBV) inhibition in EBNA-1 counter-screen; P03206; ZTA-DNA binding, fluorescence polarization; inhibition, % at 11 µM; 320,000 compounds, 0.15% hits; in the data active = inhibition above about 33%
# Target sequence (P03206 whole entry, looked up): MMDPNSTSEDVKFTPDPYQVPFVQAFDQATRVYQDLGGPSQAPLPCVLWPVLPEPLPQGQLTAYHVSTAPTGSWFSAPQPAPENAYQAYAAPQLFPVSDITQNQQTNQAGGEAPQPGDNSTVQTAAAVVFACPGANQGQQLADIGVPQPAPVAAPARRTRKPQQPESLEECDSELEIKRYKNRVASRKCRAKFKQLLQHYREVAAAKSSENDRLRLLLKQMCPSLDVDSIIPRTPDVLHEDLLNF
# * marks the source's active call; other numbers are inactive results; . = no result given; & = joins results of further samples.
SMILES,TPT1 inh,Fh CTSL1 inh,PP1 inh,EBNA-1 inh,Yeast superoxide,PP5 inh,GASC-1 inh,core dimer inh,ZTA counter
CCOC(=O)c1cc2c(ccn2C)n1CC(=O)N1CCN(c2ccc(F)cc2)CC1,-2,-3,-4,2,92,1.3,-2,-1,15
Nc1nonc1-c1nc2ccccc2n1CCC(=O)O,2,-2,-4,14,124,-1.8,-3,-2,9
COc1ccc(CNC(=O)C2CCN(S(=O)(=O)c3cc(OC)ccc3OC)CC2)cc1,2,4,-3,2,92,-1.2,-1,-2,4
O=C(CN(c1ccc(F)cc1)S(=O)(=O)c1ccccc1)N1CCOCC1,-3,-2,-1,-2,90,1.0,11,-3,2
CCN(C(=O)c1cc2c(s1)-c1ccccc1OC2)c1cc(OC)ccc1OC,2,0,-4,-17,104,5.1,-2,2,1
COc1ccc(C)cc1Nc1cc(C)nc2nc(C)nn12,-1,-1,0,5,100,-0.1,9,-4,7
CNC(=S)NNC(=O)c1cc(-c2cccnc2)nc2ccccc12,-2,2,0,15,100,-1.1,2,-4,1
Cc1ccc(/C=C/C(=O)OCC(=O)N(CC(C)C)c2c(N)n(Cc3ccccc3)c(=O)[nH]c2=O)o1,4,1,-3,-16,113,-0.5,5,-1,-10
Cc1[nH]c2ccccc2c1/C=N/NC(=O)Nc1ccccc1,7,-3,1,-8,103,0.4,10,-6,-1
CCn1c(=O)c(C(=O)Nc2ncccc2C)c(O)c2ccccc21,2,1,21*,-1,95,-1.5,-6,9,-16
CCc1nc(C)ccc1OCC(=O)N(CC)CC,0,5,-1,9,104,0.9,-2,3,4
COCc1nc2ccccc2n1Cc1c(F)cccc1Cl,-1,-2,1,-3,130,0.4,-6,1,-16
CC1CC(C)CN(CCCNC(=O)C2CCN(c3ncnc4c3sc3cccc(F)c34)CC2)C1 (configuration not stated),0,2,-3,-7,106,-1.3,4,6,-1
O=C(CN1C(=O)COc2ccccc21)Nc1ccc2c(c1)OCCO2,0,0,-1,21,93,-1.8,6,1,15
Cc1c(NC(=O)C(C)OC(=O)c2cc(Cl)nc(Cl)c2)c(=O)n(-c2ccccc2)n1C (configuration not stated),0,-8,0,-1,92,0.1,-7,-2,10
CNC(=O)COC(=O)c1ccc(Cl)c(S(=O)(=O)N2CCCC2)c1,-5,-4,-4,4,96,-2.4,5,4,1
N#CCC(=O)N/N=C/c1ccc(OC2CSC2)cc1,3,-1,0,-6,119,-2.4,4,2,-2
CC(C)OC(=O)CSc1nnc(-c2ccc(Cl)cc2Cl)n1N,-2,-2,-2,1,97,-2.5,1,3,3
COc1cccc(OC)c1C(=O)Nc1ccc2c(c1)n(C)c(=O)n2C,-1,-3,-4,-5,103,0.3,-2,-10,-13
COC(=O)c1ccc(N=Nc2ccccc2)cc1,-2,-10,-1,5,98,0.4,-48,-1,16
Cc1ccc2[nH]c(=O)c(C3C(C#N)=C(N)Oc4c3ccc3cccnc43)cc2c1 (configuration not stated),3,4,14,-25,132,2.7,5,9,-6
CCCn1c(-c2cc(OC)c(OC)c(OC)c2)nc2nc3ccccc3nc21,-2,1,-6,-7,106,1.8,8,9,-6
CCn1c(SCC(=O)c2ccc3ccccc3c2)nnc1-c1cccs1,-4,-3,6,10,99,3.4,-2,0,8
N#Cc1cn(CCOc2ccc(F)cc2)c2ccccc12,-3,-6,6,-3,97,6.0,-9,1,1
O=C(NCCN1C(=O)S/C(=C\c2ccccc2)C1=O)C1CCN(S(=O)(=O)c2cccs2)CC1,1,-2,0,-6,118,3.1,5,7,7
CN(C)S(=O)(=O)c1cccc(NC(=O)c2cccc(S(=O)(=O)N3CCCCC3)c2)c1,-4,-2,-1,-4,90,1.6,7,3,2
CCOC(=O)N1CCN(S(=O)(=O)c2ccc(C(=O)N(CCN(CC)CC)c3nc4ccc(C)cc4s3)cc2)CC1,0,9,-8,-9,105,-1.6,-5,-18,-8
C=CS(=O)(=O)c1ccc(Oc2ccc(S(=O)(=O)C=C)cc2)cc1,2,2,4,-10,133,0.4,-12,18,12
COC(=O)COc1ccc(S(=O)(=O)Nc2ccc3c(c2)OCCO3)cc1C,0,5,-2,4,94,1.5,-1,10,5
Cn1cnnc1SCC(=O)c1cccc([N+](=O)[O-])c1,-1,-6,-1,-18,115,2.1,-4,3,-20
c1ccc(CN2CCN(CCN3CCn4c3nc3ccccc34)CC2)cc1,0,0,0,-8,113,-0.2,-1,-3,-2
CC1CC(C)CN(CC(O)COCCOc2ccc(Br)cc2)C1 (configuration not stated),0,-3,-1,11,97,-1.9,-2,-5,6
CCOC(=O)c1cccc(NC(=O)CSc2nnc(COc3ccccc3)n2CC)c1,2,4,-3,-8,94,12*,21,3,0
Cc1c(NC(=O)CN2C(=O)c3ccc([N+](=O)[O-])cc3C2=O)c(=O)n(-c2ccccc2)n1C,-4,-6,3,4,112,1.6,-14,-4,-10
CC(=O)c1ccc(NC(=O)CSc2nnc(-c3ccoc3C)n2Cc2ccccc2)cc1,-3,1,-3,-1,100,1.8,16&-1,4,-1
CC(=O)c1cc(OC(=O)c2ccncc2)ccc1OC(=O)c1ccncc1,2,0,-2,12,107,1.8,-7,14,7
COc1ccc(-n2nc3cc(C)c(NC(=O)c4cccnc4)cc3n2)cc1,-2,1,-3,2,99,0.9,4,0,-1
Cc1ccc(C(=O)Oc2cccnc2)cc1[N+](=O)[O-],0,-1,1,-2,103,2.1,6,0,-5
CSCCC(C(=O)N1C[C@]2(C)C[C@H]1CC(C)(C)C2)N1C(=O)c2ccccc2C1=O (some centres not stated),-1,5,-1,3,90,2.1,-12,6,15
O=C(Cc1cccs1)NCCCc1ccccc1,3,0,-4,-2,85,-0.9,-1,1,5
CC(=O)N1N=C(c2ccc(Br)cc2)CC1c1cn(C)c2ccccc12 (configuration not stated),9,-4,-2,-3,145,2.6,6,-37,3
O=C(O)c1ccccc1Sc1c([N+](=O)[O-])cc(C(F)(F)F)cc1[N+](=O)[O-],-1,9,-10,-8,103,0.4,7,1,-9
COc1ccc(/C=C/C(=O)Nc2c(C)nn(C)c2C)cc1COc1ccc(Br)cc1,-1,2,1,-5,93,3.2,18,1,-6
Cc1nc2ccccc2nc1OCC(=O)Nc1ccccc1,96*,0,-2,-8,107,-1.0,-2,-3,2
O=C(COc1ccc2ccc(=O)oc2c1)NC1CCCCC1,.,.,-4,.,108,2.1,-9,.,5
CCCn1c(=O)[nH]c(=O)c2c1nc(-c1cccs1)n2CCOC,-19,0,-5,-4,106,0.0,-41,4,2
O=C(NNc1cccc(Cl)n1)Nc1ccccc1Cl,-1,-1,8,-15,102,0.1,3,-5,-15
Fc1cccc(/C=N/NC(=S)Nc2ccccc2Cl)c1,2,4,3,0,115,6.5,11,-1,5
CC(=O)NCCCc1nc2ccccc2n1Cc1ccccc1C,1,-1,0,-12,121,5.4,-14,-3,-8
CC(C)(C)c1ccc(OCCNC(=S)NC(=O)c2cccnc2)cc1,1,0,2,-7,107,3.1,1,3,-16
CC1=C(C(=O)N(C)C)C(c2ccc(N3CCOCC3)cc2)NC(=O)N1 (configuration not stated),9,-2,-3,-9,94,-2.1,8,1,-8
CC1(C)CC(=O)C(CC2=C(O)CC(C)(C)CC2=O)C(=O)C1,2,9,-4,-4,97,-0.6,-6,-3,3
Cc1cccc(CSCc2ccc(C(=O)O)o2)c1,3,-2,-2,-15,70,2.3,-1,2,1
Cc1ccc(S(=O)(=O)N2CCCCC2)cc1C(=O)N(C)CC(=O)Nc1ccc(Cl)c(C(F)(F)F)c1,0,0,-1,-6,113,5.6,-4,3,-1
CC1(c2ccc(NC(=O)c3ccccc3F)cc2)CC1(Cl)Cl (configuration not stated),0,2,3,9,99,1.6,19,10,16
COc1ccc(NCC(=O)N/N=C/c2cc([N+](=O)[O-])ccc2N2CCCC2)cc1,0,9,5,10,94,4.5,1,15,-4
O=C(NC1(C(F)(F)F)N=C2SCCN2C1=O)c1cccnc1 (configuration not stated),1,-2,0,-16,107,1.4,-7,-7,1
Cn1c(NC(=O)c2ccc(Br)o2)cc(=O)n(C)c1=O,-1,0,2,10,78,0.5,-10,-4,-4
O=C(NC1CCCC1)c1ccc(CS(=O)(=O)c2ccc(Cl)cc2)o1,2,1,-1,1,117,-0.6,-4,6,8
CCOc1cc(NC(=S)NCC2CCCO2)c(OCC)cc1NC(=O)c1cccc(F)c1 (configuration not stated),0,1,-1,9,86,2.4,-3,0,0
# (further entries)
SMILES,TPT1 inh,Fh CTSL1 inh,PP1 inh,EBNA-1 inh,Yeast superoxide,PP5 inh,GASC-1 inh,core dimer inh,ZTA counter
CCOC(=O)[C@H]1[C@H]2COc3ccccc3[C@@H]2N2C(=O)c3cc(Br)ccc3NC(=O)[C@@]12C,3,-1,-5,-10,.,0.1,-3,-10,1
CC(=O)N(C)c1ccc(NC(=O)CCN2C(=O)c3ccccc3C2=O)cc1,2,1,-3,0,102,-0.2,14,3,8
CN(C)CCNS(=O)(=O)c1ccc(N2CCc3ccccc32)c([N+](=O)[O-])c1,-4,0,-1,13,132,-1.0,-31,-11,15
CCOC(=O)C1=C(COC(=O)CNC(=O)c2ccc(C(C)(C)C)cc2)NC(=O)NC1C (configuration not stated),3,-18,-3,-2,106,-0.1,1,-1,5
COc1cccc(/C=C/C(=O)N2CCN(c3ccccn3)CC2)c1,4,-1,-2,-4,94,0.9,-2,-3,8
Cc1ccc(CNC(=O)c2cccc3c2C(=O)c2ccc(N4CCC(C)CC4)cc2S3(=O)=O)cc1,.,.,10,.,100,-1.2,8,.,7
C[C@]12CCC3c4ccc(O)cc4CCC3C1CC/C2=N\N (some centres not stated),0,-2,-3,10,89,-1.1,-7,-1,18
CCOC(=O)c1c(-c2cccs2)csc1N,-1,0,3,-3,93,3.7,1,-1,10
Cc1c(Cl)cccc1NC(=O)c1ccc(-n2ccnc2)nc1,4,1,3,7,106,-1.9,9,0,-3
O=C(CSc1nnc(CNC(=O)C23CC4CC(CC(C4)C2)C3)n1-c1ccc(F)cc1)Nc1ccc(F)cc1,-3,1,0,6,105,-0.9,-6,10,6
COc1cccc(/C=N/NC(=O)CN2CC(c3ccccc3)CC2=O)c1O (configuration not stated),1,-3,0,9,92,-0.4,2,1,5
CCOC(=O)C1CCCN(C(=O)CCNS(=O)(=O)c2ccc3c(c2)CCC(=O)N3)C1 (configuration not stated),-2,-4,-1,-6,91,0.9,1,-1,-5
OC(CNCCc1ccc(C(F)(F)F)cc1)COc1cccc2ccccc12 (configuration not stated),-2,1,12,0,108,5.8,8,-11,-14
CCCN(C(=O)COC(=O)Cn1c(=O)oc2ccccc21)c1c(N)n(Cc2ccccc2)c(=O)[nH]c1=O,-6,0,-4,1,91,0.0,-11,-5,8
CCOC(=O)C1=C(COC(=O)/C=C/c2ccc(OC)cc2OC)NC(=O)NC1C (configuration not stated),-2,-3,0,6,103,1.9,-3,1,2

# Part of the list above, showing only Fh CTSL1 inh and Yeast superoxide.
molecule | Fh CTSL1 inh | Yeast superoxide
Cc1[nH]c2ccccc2c1/C=N/NC(=O)Nc1ccccc1 | -3 | 103
CCn1c(=O)c(C(=O)Nc2ncccc2C)c(O)c2ccccc21 | 1 | 95
CCc1nc(C)ccc1OCC(=O)N(CC)CC | 5 | 104

# 3 compounds already listed, sorted by their value in GASC-1 inh, low to high.
mol | GASC-1 inh
Cn1c(NC(=O)c2ccc(Br)o2)cc(=O)n(C)c1=O | -10
CCOC(=O)c1c(-c2cccs2)csc1N | 1
Cc1ccc(C(=O)Oc2cccnc2)cc1[N+](=O)[O-] | 6
